Screens from PubChem.
Runt-CBFb FRET: Runt domain-CBFb interaction inhibition; Cerulean-Runt/Venus-CBFb FRET ratio 530/480, 1 h; hit rate 0.46% among 220,000; inhibition, % at 20 µM; AID 1496;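 active = inhibition over about 50% at 20 µM in the single-dose screen, limit read from the data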;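 note: 0% = DMSO wells and 100% = excess unlabeled CBFb competitor control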
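test system = Cerulean-tagged RUNX1 Runt domain (FRET donor) fusion protein | reagent = Venus-CBFb binding partner, 100 nM | incubation = protein complex preformed 1 h, compound exposure 1 h, room temperature, dark | detection = FRET fluorescence | read-out basis = loss of energy transfer signal | controls = 5 µM unlabeled CBFb as full-inhibition high control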
EP2 mod: modulates human prostaglandin E2 receptor EP2 signaling; hit rate 0.83% among 260,000; induction, % at 25 µM; P43116; EP2-expressing cells, cAMP HTRF FRET, PGE2 co-stimulation; AID 940;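 active = compounds whose cAMP rise, as percent of the full-agonist control response, exceeds 60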;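 note: rat C6 glioma line stably carrying human EP2 under a CMV promoter; the protocol text gives 20 µM as final concentration; 100% = response of wells given 1 µM PGE2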
PERK inhibitor: blocks human PERK kinase. CHO PERK-DD fusion, SEAP luminescence translation reporter. Q9NZJ5. inhibition, % at 5.6 µM. AID 1416. hit rate 0.17% among 220,000;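 active = inhibition above the mean inhibition of all tested compounds plus 3 SD, set separately per screening campaign, cut at about 2.9% in these data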;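 note: PERK kinase domain activated by AP20187 dimerizer at 100 nM; 0% = DMSO with dimerizer and 100% = rapamycin at 8.4 µM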
Target sequence (Q9NZJ5 whole entry, looked up, the tested form may be a part): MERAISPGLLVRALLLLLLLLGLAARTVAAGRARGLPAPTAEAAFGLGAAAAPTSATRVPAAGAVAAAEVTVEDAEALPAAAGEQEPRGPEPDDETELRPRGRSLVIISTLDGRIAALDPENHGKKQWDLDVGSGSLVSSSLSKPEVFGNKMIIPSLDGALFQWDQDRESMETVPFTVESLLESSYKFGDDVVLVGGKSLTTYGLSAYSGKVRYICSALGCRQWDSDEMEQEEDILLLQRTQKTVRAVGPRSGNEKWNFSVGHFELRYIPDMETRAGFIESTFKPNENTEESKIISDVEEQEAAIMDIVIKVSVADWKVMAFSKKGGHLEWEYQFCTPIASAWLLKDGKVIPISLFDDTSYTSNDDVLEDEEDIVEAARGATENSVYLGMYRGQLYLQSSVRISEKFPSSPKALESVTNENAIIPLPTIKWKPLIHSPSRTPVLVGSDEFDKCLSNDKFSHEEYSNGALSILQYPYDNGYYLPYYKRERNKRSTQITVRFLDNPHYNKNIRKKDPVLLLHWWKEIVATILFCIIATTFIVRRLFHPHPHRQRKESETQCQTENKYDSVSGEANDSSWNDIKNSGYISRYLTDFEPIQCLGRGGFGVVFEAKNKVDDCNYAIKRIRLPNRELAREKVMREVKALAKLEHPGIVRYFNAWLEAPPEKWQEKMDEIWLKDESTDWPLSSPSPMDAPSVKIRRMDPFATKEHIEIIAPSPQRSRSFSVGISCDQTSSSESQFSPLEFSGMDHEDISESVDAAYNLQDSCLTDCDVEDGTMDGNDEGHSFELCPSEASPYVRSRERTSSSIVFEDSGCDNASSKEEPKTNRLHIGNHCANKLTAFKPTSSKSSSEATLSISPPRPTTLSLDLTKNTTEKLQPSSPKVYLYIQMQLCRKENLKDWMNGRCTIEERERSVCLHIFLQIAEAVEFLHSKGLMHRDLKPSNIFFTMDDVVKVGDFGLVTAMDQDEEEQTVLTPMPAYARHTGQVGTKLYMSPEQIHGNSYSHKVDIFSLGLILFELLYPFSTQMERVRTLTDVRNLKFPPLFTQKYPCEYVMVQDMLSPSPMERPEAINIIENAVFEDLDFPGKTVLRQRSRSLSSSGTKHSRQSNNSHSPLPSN
zVAD death inh: L929 zVAD cell death inhibition. L929 zVAD necroptosis rescue, ATP luminescence, 24 h; with zVAD 60 µM. viability rescue, % at 10 µM. hit rate 0.38% among 220,000;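 active = activation, scaled between plate controls, above about 75%, limit read from the data; inactive = activation under that limit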;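 note: 0% = zVAD with DMSO and 100% = DMSO alone without zVAD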
Hck-Nef inh: human Hck-Nef kinase inhibition; hit rate 0.68% among 220,000; Recombinant Hck-YEEI plus Nef, Z-Lyte FRET kinase assay; inhibition, % at 20 µM;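 active = Hck-Nef kinase inhibition above about 50%, limit read from the data; inactive = inhibition below that limit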;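 note: 0% = DMSO with Hck plus Nef and 100% = Hck alone without Nef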
PGE2 EP2 inh: inhibitors of human EP2 prostaglandin E2 receptor. P43116. C6 glioma cells expressing human EP2, cAMP TR-FRET; cells stimulated with saturating PGE2. inhibition, % at 25 µM. hit rate 0.52% among 260,000;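 active = percent inhibition above 40 after rounding to a whole number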;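 note: rat C6 glioma host cells with rolipram phosphodiesterase inhibitor present; the protocol text gives 20 µM as final concentration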
RBBP9 inh: inhibitors of human serine hydrolase RBBP9 | O75884 | inhibition, % at 7.94 µM | hit rate 0.2% among 220,000 | AID 1515 | recombinant RBBP9, FP-Rh probe fluorescence polarization;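 active = inhibition above the campaign mean of all tested compounds plus 3 SD, cut at about 14% in these data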;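 note: plate controls were DMSO wells with RBBP9 for no effect and wells lacking RBBP9 protein for full effect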
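Measured by: FP readout at 525/598 nm; material: recombinant human RBBP9; also added: Serine-hydrolase probe FP-Rh, 375 nM pre-mixing; medium: Tris buffer pH 8.0, NaCl, Pluronic; replication: one well per compound; doses: one concentration, 7.94 µM nominal, 0.794% DMSO; timing: preincubation 30 min plus labeling 45 min at 25 °C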
Runt-SMMHC FRET: blocks binding of human RUNX1 Runt domain to CBFb-SMMHC | Q01196+Q13951 | Cerulean-Runt/Venus-CBFb-SMMHC FRET ratio 530/480, 1 h | inhibition, % at 20 µM | hit rate 0.74% among 220,000 | AID 1434;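 active = mean inhibition across duplicate retests at 20 µM reaching about 50%, limit read from the data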;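 note: 0% = DMSO wells and 100% = wells with excess untagged CBFb-SMMHC; inhibitors lower the FRET ratio by blocking Runt binding to CBFb-SMMHC; some results filed as inactive read as strong as hits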
TNF death inh: TNF-alpha cell death inhibition in Jurkat FADD-/- cells | Jurkat FADD-/- TNF necroptosis rescue, ATP luminescence, 24 h; 0 = TNF only, 100 = no-TNF cells | activation (protection from cell death), % at 10 µM | hit rate 0.068% among 220,000;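 active = activation, meaning protection from cell death, of at least 50% relative to plate controls; inactive = activation below 50%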;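 note: necroptosis triggered by 40 ng/mL TNF-alpha added together with compound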
Numbers without * were called inactive; . = not tested or not shown; & = joins results of further samples. Some of the compounds tested. The share of hits here may be higher or lower than overall.

#	structure	Runt-CBFb FRET	EP2 mod	PERK inhibitor	zVAD death inh	Hck-Nef inh	PGE2 EP2 inh	RBBP9 inh	Runt-SMMHC FRET	TNF death inh
1	COc1ccc(NS(=O)(=O)c2ccc(Cl)c(NC(=O)c3cccnc3Cl)c2)cc1	2	-41	-1.1	0.9	-4	10	-2	-6	1.2
2	Cc1ccc(NC(=O)C(C)N2C(=O)c3ccccc3C2=O)cc1S(=O)(=O)N1CCOCC1 (stereo unspecified)	-1	6	0.8	1.3	-1	5	-6	1	0.7
3	CCOC(=O)c1c(CN2CCCCC2)n(C)c2cc(Br)c(O)c(CN(C)C)c12	1	10	-0.8	0.4	0	9	-4	-2	2.3
4	Cn1ncc2c(c(SCc3ccc(Cl)cc3Cl)nn2C)c1=O	36	-24	0.4	-0.2	-21	2	-9	-4	-2.8
5	O=C(COc1ccccc1)c1cn(CC(=O)N2CCCC2)c2ccccc12	0	-17	-0.1	-0.8	-27	8	-10	-3	0.0
6	CCOC(=O)c1nc(Nc2ccccc2)c2ccccc2n1	-2	-9	-0.6	-0.8	1	6	4	0	-1.2
7	Cc1cc(C)n(-c2nc(NC(C)C)nc(NC(C)C)n2)n1	0	14	-1.3	-0.4	0	3	-1	-1	-4.8
8	COc1ccccc1/C=C(\NC(=O)c1ccc(OC)c(OC)c1)C(=O)Nc1cc([N+](=O)[O-])ccc1C	-4	8	0.2	2.1	8	8	-8	-1	3.6
9	CC(C)CCNC(=O)C1CC(c2ccc(C(F)(F)F)cc2)=NO1 (stereo unspecified)	0	-15	.	0.5	22	7	.	0	3.9
10	CCOC(=O)C1=C(SCC)c2cc3c(n2C1=O)CCCC3	-3	34&31	-0.1	0.0	10	11&16	-7	-6	-8.7
11	Fc1ccc(-n2nnc(-c3nccs3)n2)cc1	1	-2	1.3	-0.1	-6	6	0	-4	-1.7
12	COc1ccc(C(=O)Nc2ccc(S(=O)(=O)Nc3onc(C)c3C)cc2)cc1OC	-3	7	1.0	0.1	2	15	-7	-1	-2.8
13	COC(=O)CSC1=C(C#N)C(c2ccc3c(c2)OCO3)C2=C(CCCC2=O)N1 (stereo unspecified)	16	-3	-1.0	-0.8	8	17	-1	-2	-1.6
14	O=C(COC(=O)C1CCN(S(=O)(=O)c2ccc3c(c2)OCCO3)CC1)Nc1ccc(C(F)(F)F)cc1	-1	-11	0.0	-0.9	0	5	-17	-4	0.4
15	CCCn1c(C(C)NC(C)=O)nc2ccccc21 (stereo unspecified)	0	10	1.9	0.9	-4	27	-7	4	2.8
16	O=C(CCC1CCCN(Cc2ccc(O)c(Cl)c2)C1)NCc1ccccc1F (stereo unspecified)	-1	-11	-0.4	-0.4	22	8	-3	6	1.3
17	CCNc1cc(N2CCN(S(=O)(=O)c3ccc4c(c3)CCCC4)CC2)ccc1[N+](=O)[O-]	-1	21	0.0	0.9	0	5	-1	-7	-1.5
18	Cc1ccc(Cn2nnc3c(=O)[nH]c(C4CCCN(S(=O)(=O)c5ccccc5)C4)nc32)cc1 (stereo unspecified)	-5	24	-0.2	-1.0	2	19	0	-2	-1.5
19	COC(=O)C1CCN(C(=O)Cc2ccccc2OC)CC1	0	-7	0.0	0.2	-28	10	1	-1	0.8
20	O=C(Nc1ccc2c(c1)OCO2)c1ccc(CN2CCOCC2)cc1	-2	10	0.1	-0.2	0	1	-9	0	-1.4
21	CCCc1nccn1S(=O)(=O)c1cc(OC)ccc1OC	-1	13	0.2	-0.6	-1	2	2	-1	-0.4
22	COCCNC(=O)/C(C#N)=C/c1cccc(/C=C(\C#N)C(=O)NCCOC)c1	-1	-55	0.3	-0.2	3	6	-1	1	1.1
23	CC(=O)C1=C(C)NC(SCC(=O)c2cc(Cl)ccc2Cl)=C(C#N)C1c1ccco1 (stereo unspecified)	6	.	0.0	0.8	0	11	-5	-15	0.5
24	O=C(COC(=O)c1cccnc1Cl)Nc1ncc(Cl)cc1Cl	1	2	0.1	3.2	-5	7	0	21	1.0
25	CCOC(=O)c1ccc(N2Cc3ccccc3C2)cc1O	0	6	-0.3	0.1	-6	14	-1	-1	-0.2
26	Cc1ccc(C2C(/C=C3/SC(=S)NC3=O)=C(c3cccs3)Oc3ccccc32)cc1 (stereo unspecified)	-2	-9	-0.7	0.8	-1	20	-1	-24	-1.0
27	C#CCN1C(=O)S/C(=C\c2ccc(N3CCOCC3)cc2C)C1=O	-30	-22	1.1	-1.4	11	5	-6	-40	0.7
28	CCCOc1ccc2oc(=O)c3c(c2c1)CCCN3C(=O)CN(C)Cc1ccccc1	-3	-50	-0.8	-1.5	11	10	-5	4	-1.5
29	Cc1ccc(S(=O)(=O)NC(=O)NCc2ccc(F)cc2)cc1	2	31	0.5	2.7	22	2	3	1	0.0
30	Cc1ccc(NN2C(=O)C=C(c3ccc(Cl)cc3)C2=O)cc1	21	-33	-0.3	0.2	-2	40*	0	18	-2.1
31	CCOC(=O)N1CCN(C(=O)Nc2ccc3nccnc3c2)CC1	-12	1	1.4	-0.3	8	-2	-2	-31	-0.5
32	Cc1ccc(S(=O)(=O)Cn2nnnc2C(CC(C)C)N2CCN(c3ccc(F)cc3)CC2)cc1 (stereo unspecified)	0	4	0.4	0.0	0	9	-1	2	-0.4
33	Cc1nc(SCC(=O)N2CCc3ccccc32)n[nH]1	1	6&4	-0.3	0.4	-1	10&7	1	1	-0.5
34	Cc1ccc(CNC(=O)CCC2CCCN(Cc3cccc4c3OCO4)C2)o1 (stereo unspecified)	-1	-4	-0.8	-0.8	15	10	-1	4	1.3
35	Cn1c(Cc2csc(N)n2)nnc1SC/C=C/c1ccccc1	0	11	1.2	0.4	0	4	-5	-2	-0.4
36	COC(=O)c1ccccc1NC(=O)CSc1nc2ccccc2c(=O)[nH]1	2	2	-0.9	1.5	4	17	4	-5	-2.5
37	Cc1cc(/C=N/n2cnnc2)c(C)n1-c1ccc(Cl)cc1Cl	-2	16	-0.3	-1.7	5	1	-5	3	-6.1
38	Cc1cccc(NC(=O)CSc2nc3nc(C)cc(C)c3c(=O)[nH]2)c1	.	33	1.2	-0.2	1	1	-5	-7	-1.7
39	CCOc1ccc(C(=O)NCC(=O)OCc2csc(-c3ccccc3)n2)cc1	0	-8	0.7	1.1	2	11	-6	-1	0.9
40	Cc1ccc(S(=O)(=O)N2CCC(C(N)=O)CC2)c(C)c1C	-1	0	-1.0	-0.5	-1	13	-7	-2	0.6
41	CC(=O)Nc1ccc(NC(=O)c2cccc(-c3cc4ccccc4oc3=O)c2)cc1	-42	-22	0.6	3.8	14	7	-4	-2	-0.6
42	O=C(Nc1ccc(N2C(=O)C3C4C=CC(C4)C3C2=O)cc1)Nc1nnc(C(F)(F)F)s1 (stereo unspecified)	2	10	1.3	0.7	0	17	-2	-1	-0.1
43	O=C(Nc1ccon1)c1cc2c(s1)CCCC2	-1	-5	1.7	0.3	0	10	-5	3	-4.1
44	COc1cccc(C(=O)Nc2ccc(NC(=O)C(C)C)nc2)c1	-1	10	0.6	1.0	0	13	-2	2	-0.3
45	CC(=O)OCC(CCn1cnc2cnc(N)nc21)COC(C)=O	0	16	1.6	.	.	11&9	3	1	.
46	Fc1ccc(NC(=S)N/N=C/c2cccc(Br)c2)c(F)c1	2	12	-0.1	-0.7	25	4	-7	3	0.6
47	CCCN1CCN(c2ncnc3scc(C4COc5ccccc5O4)c23)CC1 (stereo unspecified)	1	7	-1.2	-1.1	9	2	-4	-2	-0.5
48	COc1c(S(=O)(=O)NCCCN2CCOCC2)ccc(Cl)c1Cl	-1	1	-0.3	-0.4	25	4	-11	-2	0.9
49	COc1cccc(/C=N/NC(=O)c2nc(-c3ccccc3)cc(-c3ccccc3)n2)c1	-1	-15	1.5	0.5	-1	15	-8	-6	-19
50	CCN(CC)C(=O)Cn1c(=O)n(-c2ccccc2)c(=O)c2c3c(sc21)CCC3	2	8	-0.9	0.0	0	6	11	-4	-0.2
51	Cc1cccc(CS(=O)(=O)Cc2ccc(C(=O)NCc3ccco3)o2)c1	2	-1	0.5	0.8	4	.	-6	-3	0.3

Filtered by structure: the compounds so far containing a furan ring, fused or not (3)
#	structure	Runt-CBFb FRET	EP2 mod	PERK inhibitor	zVAD death inh	Hck-Nef inh	PGE2 EP2 inh	RBBP9 inh	Runt-SMMHC FRET	TNF death inh
23	CC(=O)C1=C(C)NC(SCC(=O)c2cc(Cl)ccc2Cl)=C(C#N)C1c1ccco1 (stereo unspecified)	6	.	0.0	0.8	0	11	-5	-15	0.5
34	Cc1ccc(CNC(=O)CCC2CCCN(Cc3cccc4c3OCO4)C2)o1 (stereo unspecified)	-1	-4	-0.8	-0.8	15	10	-1	4	1.3
51	Cc1cccc(CS(=O)(=O)Cc2ccc(C(=O)NCc3ccco3)o2)c1	2	-1	0.5	0.8	4	.	-6	-3	0.3

Profiles, quoted from the list.
COc1cccc(C(=O)Nc2ccc(NC(=O)C(C)C)nc2)c1 across the screens: Runt-CBFb FRET: -1; EP2 mod: 10; PERK inhibitor: 0.6; zVAD death inh: 1.0; Hck-Nef inh: 0; PGE2 EP2 inh: 13; RBBP9 inh: -2; Runt-SMMHC FRET: 2; TNF death inh: -0.3
CC(=O)Nc1ccc(NC(=O)c2cccc(-c3cc4ccccc4oc3=O)c2)cc1 across the screens: Runt-CBFb FRET: -42; EP2 mod: -22; PERK inhibitor: 0.6; zVAD death inh: 3.8; Hck-Nef inh: 14; PGE2 EP2 inh: 7; RBBP9 inh: -4; Runt-SMMHC FRET: -2; TNF death inh: -0.6
